# High-throughput results: PubChem, several laboratories
# PP1 inh – blocks human PP1-alpha phosphatase, a PP5 counter-screen. P62136. purified PP1alpha, OMFP fluorescence. inhibition, % at 6.7 µM. 320,000 tested, 0.9% active;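 active = inhibition above the mean inhibition of all tested compounds plus 3 SD, computed separately for each screening campaign, cut at about 15% in these data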
# PP5 inh – blocks human protein phosphatase 5 activity; P53041; purified PP5c, OMFP substrate fluorescence; 320,000 tested, 0.18% active; inhibition, % at 6.7 µM;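 active = inhibition above the campaign's mean inhibition across all tested compounds plus 3 SD, cut at about 9.5% in these data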;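 note: 0% = DMSO only and 100% = 100 µM cantharidin control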
# JMJD2C inh – inhibitors of human GASC-1 (JMJD2C) demethylase; AID 2099; inhibition, % at 2.35 µM; GST-JMJD2C(1-420) H3K9me3 demethylation, DELFIA europium; 330,000 tested, 0.069% active;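 active = more than half of a compound's replicate wells show inhibition beyond 50%, single wells judged on their own value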;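 note: signal counts dimethyl H3K9 product captured on neutravidin plate; 0% = median of DMSO wells and 100% = 0.3 times that DMSO median; strong numbers were not always called active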
# Target sequence (Q9H3R0 1-420 limits assumed): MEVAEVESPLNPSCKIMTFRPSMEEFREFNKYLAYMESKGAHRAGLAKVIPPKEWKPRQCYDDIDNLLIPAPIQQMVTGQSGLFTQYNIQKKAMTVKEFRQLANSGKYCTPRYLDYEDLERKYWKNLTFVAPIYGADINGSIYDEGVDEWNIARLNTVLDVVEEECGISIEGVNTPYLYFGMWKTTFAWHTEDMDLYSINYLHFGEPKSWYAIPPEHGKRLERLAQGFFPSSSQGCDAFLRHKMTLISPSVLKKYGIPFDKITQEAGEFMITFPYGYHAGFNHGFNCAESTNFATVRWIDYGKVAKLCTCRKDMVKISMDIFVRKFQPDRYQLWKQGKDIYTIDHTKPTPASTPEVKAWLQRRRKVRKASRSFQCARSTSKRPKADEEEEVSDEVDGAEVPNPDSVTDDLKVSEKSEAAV
# GRK2 aptamer HTS – inhibitors of human GRK2 displacing RNA aptamer. 330,000 tested, 0.59% active. inhibition of aptamer binding, % at 10 µM. bead flow cytometry, FAM-aptamer displacement from GRK2;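 active = inhibition of aptamer binding above 40%, roughly 3 SD of noise, on plates passing a quality check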;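 note: median bead fluorescence of bound FAM aptamer so fluorescent compounds give negative values; no value below 0 was filed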
# Target sequence (P25098 whole entry, looked up): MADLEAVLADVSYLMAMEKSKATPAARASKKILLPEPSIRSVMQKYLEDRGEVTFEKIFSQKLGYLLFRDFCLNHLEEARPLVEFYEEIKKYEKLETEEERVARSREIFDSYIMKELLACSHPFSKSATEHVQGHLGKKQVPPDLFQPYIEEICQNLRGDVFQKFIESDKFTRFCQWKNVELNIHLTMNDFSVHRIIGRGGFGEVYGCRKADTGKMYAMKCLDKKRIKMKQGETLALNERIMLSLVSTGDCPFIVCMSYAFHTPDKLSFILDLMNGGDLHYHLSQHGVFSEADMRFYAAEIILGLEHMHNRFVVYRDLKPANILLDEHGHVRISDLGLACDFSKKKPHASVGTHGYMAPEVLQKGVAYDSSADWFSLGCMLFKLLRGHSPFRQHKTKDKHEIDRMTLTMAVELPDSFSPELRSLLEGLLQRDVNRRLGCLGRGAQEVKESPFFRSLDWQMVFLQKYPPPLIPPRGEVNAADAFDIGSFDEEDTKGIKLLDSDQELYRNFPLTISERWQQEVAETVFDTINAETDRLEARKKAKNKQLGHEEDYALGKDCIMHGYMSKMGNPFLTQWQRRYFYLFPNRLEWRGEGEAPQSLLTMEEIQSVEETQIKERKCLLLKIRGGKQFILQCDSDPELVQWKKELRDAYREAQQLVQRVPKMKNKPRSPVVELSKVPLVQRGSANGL
# procasp3 activ – procaspase-3 (human) activation. recombinant procaspase-3 D3A, Ac-DEVD-pNA absorbance 405 nm. P42574. activation, % at 8.5 µM. 330,000 tested, 0.11% active;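 active = activation above the mean of all tested compounds plus 3 SD, cut at about 21% in these data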;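 note: 0% = DMSO alone and 100% = DMSO wells spiked with extra 5 µM PC-3 D3A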
#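 Test system: Procaspase-3 D3A mutant; medium: Zinc-free HEPES/NaCl buffer with 0.01% Triton X-100 at pH 7.4; reagent: DEVD-pNA substrate; doses: one concentration, 8.5 µM nominal, 0.8% DMSO; times: 1 h preincubation plus 2 h reaction at 25 °C; signal: Epi-absorbance at 405 nm of released p-nitroaniline, 0 and 120 min; replicates: singlicate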
# procasp7 counter – counter-screen: procaspase-7 (human) activation; AID 463210; activation, % at 8.5 µM; recombinant procaspase-7, Ac-DEVD-pNA absorbance 405 nm; D23A/D198A/D206A triple mutant, cannot self-cleave; scale: DMSO 0, 5 µM enzyme 100; P55210; 330,000 tested, 0.093% active;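 active = percent activation above the screen-wide mean plus 3 SD, cut at about 25% in these data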
#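 Assay system – Uncleavable procaspase-7 mutant enzyme · Quantity – 2 µM procaspase-7 mutant as dispensed · Times – 1 h preincubation, 2 h reaction · Dosing – single nominal 8.5 µM compound dose, 0.8% DMSO final · Buffer or medium – Zinc-free 50 mM HEPES buffer, pH 7.4, with NaCl and Triton X-100 · Detection – Epi-absorbance of released pNA at 405 nm, two timepoints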
# VLA-4 inh – inhibition in a human VLA-4 binding assay. VLA-4 expressing cells, ligand binding flow cytometry. inhibition, % (about 7 µM as worked out from the volumes in the protocol). 330,000 tested, 0.2% active; in the data active = inhibition above about 50%
# core dimer inh – blocks dimerization of HCV core protein; 300,000 tested, 0.33% active; AID 1899; inhibition, % at 5 µM; TR-FRET GST/Flag-core106 dimerization, 1536-well;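 active = inhibition above the mean of all tested compounds plus 3 SD, set per screening campaign, cut at about 45% in these data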
#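 Material: Tagged HCV core106 pair (GST and Flag) | Amount: GST-core106 13.5 nM, Flag-core106 17 nM | Medium: KF-containing HEPES buffer, pH 7.45, DTT, CHAPS, BSA | Reagent: Eu donor and XL665 acceptor anti-tag antibodies | Schedule: 4 h at 22.5 °C | Technique: Time-resolved FRET, ex 340 nm, em 617 and 671 nm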
# Fh CTSL1 inh – cathepsin L1 inhibition, PFM18AAP counter-screen; recombinant F. hepatica cathepsin L1, Z-Leu-Arg-MCA fluorescence; 300,000 tested, 0.49% active; AID 1906; inhibition, % at 5.96 µM;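 active = inhibition above the mean of all tested compounds plus 3 SD, set per screening campaign, cut at about 17% in these data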;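 note: 0% = plate median of test compound wells and 100% = 1 µM Z-Phe-Ala-diazomethylketone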
# Active calls of the source: *; x = not tested or not shown.
1) Cn1c(N)c(C(=O)COC(=O)c2ccc(Cl)c(S(=O)(=O)N3CCCCC3)c2)c(=O)n(C)c1=O
2) N/C(=N\OS(=O)(=O)c1cc(Cl)ccc1Cl)c1ccncc1
3) O=C(OCC(=O)N1CCc2ccccc21)c1ccc([N+](=O)[O-])o1
4) CCOC(=O)Cc1nnc(NC(=O)CSc2ccccc2)s1
5) CCOc1ccc(-n2c(SCC(=O)NC3CCS(=O)(=O)C3)nnc2-c2cccnc2)cc1 (stereo not drawn)
6) CCN(CC)S(=O)(=O)c1ccc(Cl)c(C(=O)NC2CCCC2)c1

entry no.,1,2,3,4,5,6
PP1 inh,-3,-1,x,-1,-2,-2
PP5 inh,2.4,4.0,x,2.0,-0.1,0.2
JMJD2C inh,2,12,4,-4,1,-11
GRK2 aptamer HTS,0,0,1,0,0,2
procasp3 activ,9,-2,2,-5,-2,5
procasp7 counter,0,-4,5,0,8,6
VLA-4 inh,3,5,6,-24,-2,37
core dimer inh,-1,0,x,5,1,-2
Fh CTSL1 inh,3,1,x,-2,0,-9

7) CSc1nnc(Cc2ccc3c(c2)OCO3)o1
8) CNC(=O)C1CCN(S(=O)(=O)c2c(C)noc2/C=C/c2cccc(OC)c2)CC1
9) COc1cc(NC(=O)CCc2nnc3ccc(N4CCN(c5cccc(OC)c5)CC4)nn23)cc(OC)c1
10) COCCCN1C(=O)C(O)=C(C(=O)c2ccco2)C1c1ccccc1 (stereo not drawn)
11) Cc1nc2c(C(=O)NCc3cccs3)cnn2c(C)c1Cc1ccccc1
12) Cn1c(CCN2CCN(c3ccccn3)CC2)nc2cc(NC(=O)COc3ccccc3)ccc21

entry no.,7,8,9,10,11,12
PP1 inh,1,-1,-1,3,6,-1
PP5 inh,1.4,2.8,1.3,1.8,0.1,2.1
JMJD2C inh,-10,2,1,3,6,-28
GRK2 aptamer HTS,1,1,2,0,4,0
procasp3 activ,6,2,16,-8,5,0
procasp7 counter,-4,-4,-11,10,8,-8
VLA-4 inh,-14,20,-6,15,3,8
core dimer inh,-2,-3,-13,1,8,-1
Fh CTSL1 inh,0,1,66*,-1,1,-1

13) CCOc1ccc(N2C(=O)C3CCCN3C2=O)cc1 (stereo not drawn)
14) O=C(C/C(=N\NC(=O)c1ccccc1Br)C(F)(F)F)c1cccs1
15) COc1ccc(Br)cc1-c1nc(CCl)cs1
16) c1ccc(COc2ccc(OCCCN3CCCCC3)cc2)cc1
17) CCOc1ccccc1C(=O)N(CCC(=O)OC)c1ccccn1
18) COc1ccc(-c2csc(Nc3ccccn3)n2)cc1OC

entry no.,13,14,15,16,17,18
PP1 inh,-1,-1,3,-3,-2,-2
PP5 inh,-1.7,-3.4,0.1,-0.9,-0.3,0.5
JMJD2C inh,6,-3,-1,-16,-15,-3
GRK2 aptamer HTS,3,1,1,1,0,0
procasp3 activ,1,-5,-15,-4,9,2
procasp7 counter,-3,-1,-7,0,-9,-12
VLA-4 inh,-3,8,-9,12,-7,-7
core dimer inh,0,-2,-14,-2,5,-3
Fh CTSL1 inh,-1,5,3,4,-2,0

19) CCOC(=O)Cn1c2c(c(=N)c3ccccc31)CCC2
20) O=C(Cc1ccccc1)NCC1CCCO1 (stereo not drawn)
21) CCOc1ccc(N=c2oc3cc(O)ccc3cc2C(=O)NCC2CCCO2)cc1 (stereo not drawn)
22) Cc1nn(-c2ccccc2)c2c1C(c1ccc(F)cc1F)C(C#N)=C(N)O2 (stereo not drawn)
23) COc1ccc(NC(=O)N(Cc2cccs2)Cc2cc3cc4c(cc3[nH]c2=O)OCO4)cc1
24) Cc1c(C#N)c(N)nc2c3c(sc12)NC(=O)CC3c1ccc(F)cc1 (stereo not drawn)

entry no.,19,20,21,22,23,24
PP1 inh,0,-2,0,2,-1,1
PP5 inh,-0.8,-1.1,0.7,3.2,-0.1,3.1
JMJD2C inh,8,-7,-2,0,0,1
GRK2 aptamer HTS,3,0,0,0,4,1
procasp3 activ,1,-2,-5,4,-11,0
procasp7 counter,-7,-3,0,0,0,-3
VLA-4 inh,6,-4,12,6,5,17
core dimer inh,1,-13,3,0,7,11
Fh CTSL1 inh,11,1,1,-1,2,4

# One compound at a time (already shown). Order of screens: PP1 inh, PP5 inh, JMJD2C inh, GRK2 aptamer HTS, procasp3 activ, procasp7 counter, VLA-4 inh, core dimer inh, Fh CTSL1 inh
# Cc1c(C#N)c(N)nc2c3c(sc12)NC(=O)CC3c1ccc(F)cc1 (stereo not drawn) is listed as 1, 3.1, 1, 1, 0, -3, 17, 11, 4
# CCOc1ccc(N=c2oc3cc(O)ccc3cc2C(=O)NCC2CCCO2)cc1 (stereo not drawn) is listed as 0, 0.7, -2, 0, -5, 0, 12, 3, 1
# Cc1nn(-c2ccccc2)c2c1C(c1ccc(F)cc1F)C(C#N)=C(N)O2 (stereo not drawn) is listed as 2, 3.2, 0, 0, 4, 0, 6, 0, -1
# O=C(Cc1ccccc1)NCC1CCCO1 (stereo not drawn) is listed as -2, -1.1, -7, 0, -2, -3, -4, -13, 1
# COc1ccc(NC(=O)N(Cc2cccs2)Cc2cc3cc4c(cc3[nH]c2=O)OCO4)cc1 is listed as -1, -0.1, 0, 4, -11, 0, 5, 7, 2

# Continued:
25) Cc1ccc(NC(=O)CC(=O)c2ccc([N+](=O)[O-])cc2)cc1S(=O)(=O)Nc1cccc(Cl)c1
26) COc1ccc(/C=C/C(=O)OCc2csc(-c3ccccc3)n2)cc1OC
27) COc1ccc(CC2(CO)CCN(Cc3cnn(-c4ccccc4)c3)CC2)cc1
28) CCCCNC(=O)C1CCCNC1=O (stereo not drawn)
29) COc1ccc2c(c1)c(C(=O)N/N=C/c1cn(C)c3ccccc13)c(C)n2C
30) CC(C)CCn1c(=O)c(C(=O)N/N=C/c2cccc(F)c2)c(O)c2ccccc21

entry no.,25,26,27,28,29,30
PP1 inh,17*,4,-2,0,0,-1
PP5 inh,5.5,1.0,-0.9,1.6,0.5,1.1
JMJD2C inh,4,-10,-25,-2,5,-7
GRK2 aptamer HTS,0,0,0,1,0,0
procasp3 activ,1,-4,0,3,-2,-2
procasp7 counter,5,8,4,-3,6,7
VLA-4 inh,5,-7,-5,11,10,13
core dimer inh,39,1,-8,-10,-1,-4
Fh CTSL1 inh,2,6,4,2,6,-1

31) Cc1onc(-c2ccccc2Cl)c1C(=O)N1CCCCC1C (stereo not drawn)
32) O=C(CNc1ccc(F)cc1)N/N=C1\CCCc2ccccc21
33) COc1cccc(C(=O)N/N=c2/oc3ccccc3cc2C(N)=O)c1
34) CN1CCN(C(=O)c2ccc3c(c2)NC(=O)C(C)(C)O3)CC1
35) Cc1noc(NS(=O)(=O)c2ccc(N/C=C\C(=O)c3ccc4c(c3)OCO4)cc2)c1C
36) Cn1c(=O)cc(SCC(=O)NCC2CCCO2)c2ccc(Cl)cc21 (stereo not drawn)

entry no.,31,32,33,34,35,36
PP1 inh,-9,-3,-2,1,1,-3
PP5 inh,-2.2,0.2,-2.0,0.2,1.6,4.5
JMJD2C inh,-5,-1,36,-2,6,-3
GRK2 aptamer HTS,0,1,0,8,1,0
procasp3 activ,-1,2,-8,5,1,0
procasp7 counter,3,-9,7,9,-5,-4
VLA-4 inh,2,-12,0,0,-5,5
core dimer inh,-15,-1,4,0,14,-7
Fh CTSL1 inh,-4,9,7,-1,-3,1

37) COc1cccc(N2CCN(S(=O)(=O)c3ccc(CN4C(=O)c5cccnc5C4=O)cc3)CC2)c1
38) O=C(Nc1nc2c(s1)CCCC2)C1CCCN1C(=O)c1cccs1 (stereo not drawn)
39) Oc1c(C=C2N=c3ccccc3=N2)sc(=S)n1-c1ccccc1
40) FC(F)(F)c1cccc(-c2cc3ccccc3nc2N2CCCC2)c1
41) Cc1[nH]n(-c2ccccc2)c(=O)c1C=Nc1cnc2ccccc2c1
42) COc1ccc(N(Cc2cc3cccc(C)c3[nH]c2=O)C(=O)C2CCCO2)cc1 (stereo not drawn)

entry no.,37,38,39,40,41,42
PP1 inh,0,3,0,-2,-1,-4
PP5 inh,0.3,-1.4,2.6,4.2,-0.6,-2.9
JMJD2C inh,-10,-6,-3,5,8,2
GRK2 aptamer HTS,4,0,22,3,2,3
procasp3 activ,1,-6,-4,0,-3,7
procasp7 counter,-4,-4,-15,-1,2,5
VLA-4 inh,35,-6,-9,0,-7,5
core dimer inh,12,-6,-14,3,-5,-3
Fh CTSL1 inh,2,-4,-4,-2,4,3

43) CC(C)Sc1nc2c(c(=O)n(C)c(=O)n2C)n1C
44) Cc1cc(C)cc(NC(=O)c2ccc(CN3CCc4ccccc4C3)cc2)c1
45) O=C(Nc1ccccc1)c1cn(CCBr)cn1
46) CC(C)OCCCN1CC(=O)N2[C@@H](Cc3c([nH]c4ccccc34)C2(C)C)C1=O
47) CCCC(c1nnnn1CS(=O)(=O)c1ccc(C)cc1)N1CCC(C(N)=O)CC1 (stereo not drawn)
48) CC(=O)Nc1ccc(S(=O)(=O)N2CCCCC2c2cccnc2)cc1 (stereo not drawn)

entry no.,43,44,45,46,47,48
PP1 inh,-3,7,2,-4,0,-5
PP5 inh,1.7,3.6,-0.5,-1.0,1.3,6.1
JMJD2C inh,-6,8,1,-10,3,15
GRK2 aptamer HTS,6,1,0,0,1,0
procasp3 activ,0,5,0,-4,2,-7
procasp7 counter,11,6,2,4,-2,-14
VLA-4 inh,0,-1,0,6,2,14
core dimer inh,-5,11,2,2,-2,7
Fh CTSL1 inh,0,-2,-2,-1,0,-7

49) NC(=O)CSc1nnc(-c2ccc(S(=O)(=O)N3CCCC3)cc2)o1
50) CC(C)OCCCNC(=O)c1ccc(C2SCC(=O)N2Cc2ccco2)cc1 (stereo not drawn)
51) CC(=O)NCCCOc1ccc([N+](=O)[O-])cc1Cl
52) CC(NC(=O)Nc1ccc(F)cc1F)c1ccc2c(c1)OCO2 (stereo not drawn)
53) CCc1cccc(CC)c1NC(=S)NCCc1c(C)[nH]c2ccccc12
54) Cc1nc2c(oc3ccc(Cl)cc32)c(=O)[nH]1
55) O=C(CN1CCOCC1)Nc1cccc([N+](=O)[O-])c1
56) Cc1csc2c(N3CCN(C(=O)c4ccc(C(C)(C)C)cc4)CC3)ncnc12
57) Cc1ccc2c(c1)CCCN2C(=O)c1ccco1

entry no.,49,50,51,52,53,54,55,56,57
PP1 inh,-5,-4,-2,-1,2,-2,-1,1,0
PP5 inh,-0.8,-0.4,1.4,2.1,2.1,3.1,-0.1,0.7,-2.9
JMJD2C inh,7,-2,-3,-10,4,7,23,-7,18
GRK2 aptamer HTS,45*,1,0,4,0,2,3,1,0
procasp3 activ,1,-6,2,5,5,3,8,3,1
procasp7 counter,1,0,-2,0,4,-3,4,-1,-1
VLA-4 inh,11,14,5,5,18,-11,-4,-2,-6
core dimer inh,-7,0,-11,5,1,2,-4,7,-5
Fh CTSL1 inh,-3,2,1,1,3,-2,-1,-1,0
